High-throughput results: PubChem, National Center for Advancing Translational Sciences (NCATS)
GLP1R inv ag: qHTS of GLP-1 Receptor Inverse Agonists (Inhibition Mode); Glucagon-like peptide 1 receptor (Homo sapiens), P43220; HEK293 GLP-1R CRE-luciferase, luminescence, 24 h; GLP-1R form is constitutively active; Potency, µM (top dose mostly 38.3 µM), for inactives: at the top dose activity change, negative = inhibition, usual class: inhibitors; hit rate 1.6% among 410,000; further: potency means the concentration at half of the fitted maximal effect; on the % scale 0 is the no-effect control and ±100 the full control effect; nearly all actives have a fitted effect of over 55% in size
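Readout was luciferase luminescence, measured 12 min after detection reagent at room temperature. Beforehand, GLP-1R reporter HEK293 cells had sat 12 h, then received compounds for 24 hr at 37 deg C.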
FUS yeast rescue: qHTS for Suppressors of FUS Proteinopathy: Primary screen using FUS-linked yeast assay; S. cerevisiae FUS-expressing, growth rescue, OD600, 24 h; Potency, µM (series often up to 76.6 µM), for inactives: at the top dose growth rescue (activation), most hits filed as activators; hit rate 0.24% among 390,000;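 further: potency means the concentration at half of the fitted maximal effect; plate controls were DMSO vehicle for no effect and reference control for full effect; nearly all actives have a fitted effect of over 55% in size; some results filed as inactive show a strong effect at the top dose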
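Cultures pregrown in 2.5% raffinose medium are shifted to minimal medium containing 2% galactose to express toxic FUS. Compounds are tested at several concentrations. After 24hr at 30C, growth is quantified at 600 nm absorbance.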
pAkt inh: HTS Assay for Inhibitors of Akt Phophorylation: Primary Screen; Neuro2A IGF-stimulated pAkt S473 HTRF, 20 min; active compounds read low; activity change, % for hits at 50 µM; hit rate 0.32% among 360,000; in the data active means activity change below about -80%; inconclusive means mostly about -51% to -80%; further: on the % scale 0 is the no-effect control and ±100 the full control effect
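Neuro2A cells (4,500/well, DMEM with 0.5% FBS) were treated with compound at a single 50 µM final concentration, stimulated with 6 nM IGF for 20 min at 37 °C, and lysed. Phospho-Akt Ser473 was read by HTRF as 665/615 ratio ×10^4.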
TDP-43 yeast inh: qHTS of TDP-43 Inhibitors. hit rate 1.8% among 410,000. Potency, µM (doses to about 46.1 µM), for the others: at the top dose growth rescue (activation), actives largely listed as activators. AID 652104, 2013. TDP-43 expressing yeast growth rescue, BacTiter-Glo, 24 h; further: potency means the concentration at half of the fitted maximal effect; % of control where 0% means no effect; nearly all actives have a fitted effect of over 50% in size
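Galactose-induced TDP-43 yeast, OD600=0.02, compound pinned; 24 hr, 30 deg C; BacTiter-Glo luminescence for growth. Inhibitors of TDP-43 toxicity read as activators.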
aSyn yeast inh: qHTS of alpha-syn Inhibitors; AID 652106, 2013; Potency, µM (series often up to 46.1 µM), without a hit: top-dose growth rescue (activation), usual class: activators; Yeast expressing alpha-synuclein, growth rescue, BacTiter-Glo, 24 h; hit rate 0.14% among 370,000; further: potency means the concentration at half of the fitted maximal effect; % of control where 0% means no effect; nearly all actives have a fitted effect of over 65% in size
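Rescue of yeast growth: cells expressing toxic alpha-synuclein, induced in galactose at OD600 0.02, incubated with compound 24 h at 30 C. ATP luminescence quantified growth; inhibitors of toxicity appear as activators.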
Abeta yeast res: qHTS for compounds that reverse cellular toxicity of Amyloid beta (A-beta) peptide in yeast: Primary Screen | yeast expressing A-beta42, growth rescue, OD600, 48 h; response scale: 0% DMSO, 100% iron-clioquinol control | Potency, µM (doses to about 46.1 µM), for the others: top-dose growth rescue, most hits filed as activators | hit rate 0.063% among 410,000 | AID 1347071, 2019; further: potency means the concentration at half of the fitted maximal effect; nearly all actives have a fitted effect of over 55% in size
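Yeast A-beta toxicity model in growth medium with pinned compounds, 48 h at 30 C; growth read as absorbance at 600 nm. Normalized to FeCl3/clioquinol equimolar mix (positive) and DMSO (negative).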
PTHR1 ag: qHTS for PTHR1 Agonists: Primary Screen | Potency, µM (top dose mostly 115 µM), without a hit: at the highest dose activation, most hits filed as activators | hit rate 0.075% among 410,000 | HEK293 GP2 PTHR1 cells, GloSensor cAMP luminescence, 1 h | AID 743266, 2014 | Parathyroid hormone/parathyroid hormone-related peptide receptor (Homo sapiens), Q03431; further: potency means the concentration at half of the fitted maximal effect; nearly all actives have a fitted effect of over 55% in size; some results filed as inactive show a strong effect at the top dose; inactives centre near -15; many of its hits are not listed in these tables
Target sequence (Q03431 whole entry, looked up): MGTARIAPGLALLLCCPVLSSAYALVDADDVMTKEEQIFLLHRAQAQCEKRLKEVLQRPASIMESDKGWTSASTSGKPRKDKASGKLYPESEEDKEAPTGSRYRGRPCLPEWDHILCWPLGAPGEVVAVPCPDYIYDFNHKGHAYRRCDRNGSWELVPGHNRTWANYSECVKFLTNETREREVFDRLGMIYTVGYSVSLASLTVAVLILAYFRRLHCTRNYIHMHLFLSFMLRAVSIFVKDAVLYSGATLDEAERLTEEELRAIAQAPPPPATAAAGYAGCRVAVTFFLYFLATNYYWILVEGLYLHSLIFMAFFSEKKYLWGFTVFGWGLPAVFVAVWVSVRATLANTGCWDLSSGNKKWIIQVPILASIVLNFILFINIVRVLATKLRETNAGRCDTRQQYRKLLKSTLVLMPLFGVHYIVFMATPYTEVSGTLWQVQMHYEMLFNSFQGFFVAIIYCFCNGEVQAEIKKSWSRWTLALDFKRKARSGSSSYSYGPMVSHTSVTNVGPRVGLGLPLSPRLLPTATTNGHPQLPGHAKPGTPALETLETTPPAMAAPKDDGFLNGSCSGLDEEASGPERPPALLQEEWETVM
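HEK-293-derived GP2 cells expressing PTHR1 and a GloSensor cAMP reporter, 3,000/well, plated overnight, given luciferin plus IBMX (each 0.5 mM as added) for 1 h at 37 °C, then compound for 1 h at 37 °C. Luminescence was read after 15 min at room temperature.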
GLP-1R agonist: qHTS of GLP-1 Receptor Agonists | Potency, µM (top dose mostly 45.6 µM), for the others: at the top dose activation, most hits filed as activators | HEK293 GLP-1R CRE-luciferase, luminescence, 4-6 h; cells express a hypersensitive GLP-1R form | AID 624172, 2012 | hit rate 0.007% among 380,000 | Glucagon-like peptide 1 receptor (Homo sapiens), P43220; further: potency means the concentration at half of the fitted maximal effect; % of control where 0% means no effect
DRD3 antagonist: qHTS of D3 Dopamine Receptor Antagonist: qHTS; D(3) dopamine receptor (Homo sapiens), P35462; D3R cells, DiscoveRx beta-arrestin luminescence, antagonist mode; active compounds read low; max response, negative = inhibition, %; hit rate 2.5% among 360,000; in the data active means max response below about -50%; inconclusive means no clear call, values can overlap the other calls; further: on the % scale 0 is the no-effect control and ±100 the full control effect; mostly tested at two doses, the higher about 12 µM
Target sequence (P35462 whole entry, looked up): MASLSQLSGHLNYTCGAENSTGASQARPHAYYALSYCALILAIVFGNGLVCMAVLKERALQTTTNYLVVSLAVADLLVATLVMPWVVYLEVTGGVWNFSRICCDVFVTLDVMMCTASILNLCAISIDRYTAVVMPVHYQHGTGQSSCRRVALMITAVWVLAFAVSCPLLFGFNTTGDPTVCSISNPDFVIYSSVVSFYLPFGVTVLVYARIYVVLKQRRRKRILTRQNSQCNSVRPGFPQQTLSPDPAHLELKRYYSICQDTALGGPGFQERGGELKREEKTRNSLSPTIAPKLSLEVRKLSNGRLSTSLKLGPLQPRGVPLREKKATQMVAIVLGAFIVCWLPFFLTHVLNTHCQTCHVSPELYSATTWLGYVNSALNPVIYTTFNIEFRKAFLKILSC
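Cells expressing the human receptor were seeded at 1500 cells/well, incubated overnight at 37 degrees C in 5% CO2, then exposed to library compounds with dopamine controls for 90 minutes at 37 degrees C before luminescent detection.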
* marks the source's active call; other numbers are inactive results; i = inactive; ? = inconclusive; . = no result given; [ ] = remark or other dose. Unless noted, the call rests on the fitted dose curve; in most records, active means well fitted curve in the direction sought with a large enough effect; inconclusive means small, poorly fitted or top-dose-only effect, or another doubt; inactive means no such curve, though single readings can be large; an effect the other way counts as inactive or inconclusive. These rows are one share of the data. The share of hits here may be higher or lower than overall.

SMILES	GLP1R inv ag	FUS yeast rescue	pAkt inh	TDP-43 yeast inh	aSyn yeast inh	Abeta yeast res	PTHR1 ag	GLP-1R agonist	DRD3 antagonist
CC(C)CC(=O)Nc1ccc(OCC(=O)O)cc1	4%	7%	i	3%	1%	-6%	i	-6%	19
CC(=O)Nc1cccc(-c2nnc(SCC(=O)c3cc([N+](=O)[O-])ccc3Br)o2)c1	-14%	38%	.	1%	.	-21%	-82%[inhibitor]	.	.
O=C(c1[nH]c(C(F)(F)F)nc1-c1ccccc1)N1CCc2ccccc2C1	-4%	7%	i	12%	1%	-1%	-5%	0%	14
C=CCN1C=CC(=O)[C@@H](O)[C@H]1c1ccccc1Br	4%	-20%	i	12%	-2%	0%	i	0%	36
Cc1ccc(OCc2nc(-c3ccccc3)no2)c(C)c1	?	-8%	i	-18%	-10%	-20%	-72%[inhibitor][57.5 µM]	-18%	5
Cc1ccc(S(=O)(=O)CC(=O)Nc2nc3ccc(S(N)(=O)=O)cc3s2)cc1	9%	-1%	i	15%	1%	-14%	i	0%	7
CC(C)Cc1nn2c(=O)cc(COC(=O)c3ccc(NC(=O)C4CCCCC4)cc3)nc2s1	8%	-9%	.	12%	.	-10%	-24%	.	.
Cc1nn(-c2ccccc2)c(C)c1NC(=O)COC(=O)CCCOc1ccccc1	15%	1%	i	24%	7%	15%	i	-13%	-7
COC(CNC(=O)C(=O)Nc1cc2c3c(c1)CC(=O)N3CCC2)OC	1%	-5%	i	-4%	4%	-11%	i	-5%	5
COCCNC(=O)c1noc2c1CCc1cc(OC)ccc1-2	0%	16%	i	-5%	0%	-4%	-15%	8%	?
CC(C)(C)NC(=O)c1cc2c(ccc3ccccc32)oc1=O	12%	5%	i	10%	-15%	-6%	-4%	19%	22
CCCNC(=O)c1cnc(Sc2ncc(C(F)(F)F)cc2Cl)n1C	-16%	-10%	i	6%	1%	21%	-5%[57.5 µM]	-10%	23
C[C@@H]1CN([C@@H](C)CO)C(=O)CCCn2nncc2CO[C@H]1CN(C)C(=O)Nc1ccc(-c2cccs2)cc1	-13%	13%	i	18%	-8%	3%	-23%	-8%	-9
CC(=O)c1sc(NC(=O)CCN2C(=O)c3ccccc3C2=O)nc1C	14%	12%	i	-21%	1%	-22%	i	-5%	-12
CC1=C(C(=O)Nc2cccc(C(=O)NCC(C)c3ccccc3)c2)SCCO1 (configuration not stated)	-20%	16%	i	17%	8%	2%	i	6%	104
C=CCn1c(C#N)c(N)sc1=N	0%	.	i	-9%	2%	-6%	0%	-2%	-8
CCN(CC(=O)Nc1c(F)cccc1F)C(=O)CN1c2cccc3cccc(c23)S1(=O)=O	-20%	15%	i	-17%	1%	5%	i	13%	-8
O=C(Cn1c(-c2ccccc2)noc1=O)Nc1ccc(S(=O)(=O)N2CCOCC2)cc1	4%	.	i	-9%	0%	?	i	1%	11
CCOc1ccc(C2C(C(=O)O)CCC(=O)N2C2CCCCC2)cc1 (configuration not stated)	10%	-2%	i	0%	-5%	-6%	i	1%	-7
O=C(CSc1ncc(-c2ccc(F)cc2)[nH]1)Nc1cccc(O)c1	-18%	16%	i	-5%	2%	1%	4%[57.5 µM]	1%	10

3 compounds from above, showing only aSyn yeast inh:
canonical_smiles	aSyn yeast inh
COCCNC(=O)c1noc2c1CCc1cc(OC)ccc1-2	0%
CC(=O)c1sc(NC(=O)CCN2C(=O)c3ccccc3C2=O)nc1C	1%
Cc1ccc(S(=O)(=O)CC(=O)Nc2nc3ccc(S(N)(=O)=O)cc3s2)cc1	1%

Next entries follow:
SMILES	GLP1R inv ag	FUS yeast rescue	pAkt inh	TDP-43 yeast inh	aSyn yeast inh	Abeta yeast res	PTHR1 ag	GLP-1R agonist	DRD3 antagonist
COc1ccc(C(=O)N2CCc3ccc(NC(=O)c4ccccn4)cc3C2)cc1F	?	18%	i	-20%	4%	-30%	-31%[inhibitor]	12%	13
CCCN1CCN(CCCNC(=S)Nc2ccc(OC)cc2)CC1	1%	.	i	10%	-16%	2%	-3%	1%	20
CC(C)N1CCN(Cc2cccn2-c2ccccn2)CC1CCO (configuration not stated)	-18%	-8%	i	0%	3%	8%	2%	-1%	-8
O=C(NCc1c[nH]c2ccccc12)c1ccccc1	1%	-6%	i	5%	3%	7%	-4%	8%	12
Clc1nc(Nc2ccccc2)nc(Nc2ccccc2)n1	28%	19%	i	12%	-4%	0%	-29%	28%	0
C[C@@H]1CN([C@H](C)CO)C(=O)c2c(c3ccccc3n2C)-c2ccccc2CO[C@H]1CN(C)C(=O)c1cc(Cl)cc(Cl)c1	-18%	31%	i	19%	5%	0%	i	-2%	-2
O=C(O)C1CCCCC1C(=O)Nc1ccc(-c2ccccc2)cc1 (configuration not stated)	37%[activator]	17%	i	-3%	2%	-2%	-11%	0%	0
COc1cc(/C=C2\SC(c3ccc(C)cc3)=NC2=O)cc(OC)c1O	2%	45%	.	-15%	-19%	-38%[inhibitor]	i	-4%	-54*
CCOCCCNC(=O)C(c1ccc(OC)cc1)N(Cc1ccc2c(c1)OCO2)C(=O)c1ccc(NC(C)=O)cc1 (configuration not stated)	10%	30%	.	11%	.	-7%	i	.	.
CCCOC(=O)Nc1sc2c(c1C(=O)OCC)CCC2	-27%	1%	i	-13%	11%	4%	i	18%	5
COC(=O)c1ccc(Cl)c(NC(C)=O)c1	32%[activator]	8%	i	-13%	-10%	4%	-11%[57.5 µM]	2%	21
CCN(c1ccccc1)S(=O)(=O)c1cc(CN2C(=O)c3cccnc3C2=O)ccc1OC	14%	35%	i	12%	-10%	6%	-3%	-2%	-10
CCN(CC)c1nc(Oc2ccc(C(=O)OC)cc2)nc(N2CCOCC2)n1	?	16%	i	4%	12%	-14%	-13%	26%	12
O=C(COC(=O)c1cccs1)Nc1ccccc1C(F)(F)F	13%	17%	i	13%	4%	3%	-9%	9%	4
C[C@H](CO)N1C[C@H](C)[C@@H](CN(C)C(=O)NC2CCCCC2)Oc2ccc(NS(C)(=O)=O)cc2C1=O	3%	-14%	i	-2%	0%	6%	0%	-5%	4
Cc1ccc2occ(CC(=O)N(Cc3ccc(Cl)cc3)Cc3ccco3)c2c1	?	?	.	-6%	.	18%	-92%[inhibitor]	.	.
O=C(NN=Cc1c(O)ccc2ccccc12)c1ccc2c(c1)OCO2	?	-3%	i	1%	-3%[1.84 µM]	-7%	-47%[inhibitor]	6%	-25
Cc1cc(C)cc(NC(=O)COC(=O)CCC2CCCC2)c1	14%	6%	i	13µM*	1%	12%	?	0%	-2
CCOc1ccc(CNC(=O)CCc2c(C)nn(-c3ccc(N4CCOCC4)nn3)c2C)cc1	9%	20%	.	22%	.	-6%	-24%	.	.
Cn1c(=O)c2c(-c3ccccc3)n(Cc3cccnc3)cc2n(C)c1=O	0%	1%	i	-13%	2%	9%	i	-5%	24
COCCCN1C(=O)C2C(C(=O)Nc3cccc(Cl)c3)C3C=CC2(O3)C1C(=O)NC1CCCCC1 (configuration not stated)	5%	6%	i	-10%	2%	-9%	i	-1%	7
COc1cc(NC(=O)C2CCN(C(=O)c3sc4nc[nH]c(=O)c4c3C)CC2)cc(OC)c1OC	-16%	-7%	.	-3%	.	-4%	?	.	.
CSc1nc2[nH]c3c(c2c2nnnn12)CCCC3	-2%	.	i	28%	-5%	5%	-20%	?	22
CCCCSc1nc2sc3c(c2c(=O)[nH]1)CCC3	-2%	25%	i	-16%	14%	1%	?	2%	30
CC1(C)Cc2c(cnn2-c2ccc(F)cc2)C(NC(=O)C2CCC2)C1 (configuration not stated)	-9%	.	i	7%	1%	11%	i	21%	-22
COc1ccccc1CC(=O)Nc1ccc(-c2noc(COc3cccc(C)c3C)n2)cc1	-18%	11%	i	15%	1%	1%	i	-1%	3
COC(=O)[C@@H](NC(=O)N(C1CCCCC1)C1CCCCC1)C(C)C	0%	11%	i	-14%	1%	10%	i	7%	-3
Cc1ccc(C(=O)NCC(=O)OCC(=O)Nc2ccc3[nH]c(=O)[nH]c3c2)cc1	19%	29%	i	-15%	-1%	0%	-1%	1%	3
COc1ccc(C(=O)NNC(=O)C(=O)NCc2ccccc2)cc1	-12%[7.66 µM]	10%	i	-19%	-4%	-6%	i	-1%	-27
NS(=O)(=O)c1ccc(CNC(=S)Nc2ccc(Cl)c(Cl)c2)cc1	?	8%	i	-20%	-1%	0%	-18%	9%	-12
C(=C\c1ccccc1)/CN1CCN(C(c2cccc3ccccc23)c2nnnn2Cc2ccccc2)CC1 (configuration not stated)	?	22%	i	14%	-35%[inhibitor]	3%	-14%	-1%	?
CCOc1ccc(/C=N/NC(=O)c2[nH]ncc2Br)c(O)c1	?	5%	i	-8%	-24%	4%	-19%	1%	12
Cc1cc(OCCCCOc2ccc(S(N)(=O)=O)c(C)c2)ccc1S(N)(=O)=O	13%	-16%	i	10%	-5%	-2%	-85%[inhibitor]	11%	-9
CC1(C(=O)NCc2ccc3c(c2)OCO3)CCN1CCc1ccccc1 (configuration not stated)	?	3%	i	6%	-7%	-11%	-16%	1%	-10
CC1=NN(/C(=N\c2nnc(C)s2)Nc2ccccc2)[C@H](c2ccc(C)cc2)S1	0%	32%	i	0%	2%	7%	-4%	-1%	-11
